S1P4 antag – human S1P4 receptor antagonism. O95977. S1P4-expressing cells, antagonist mode, reporter read-out. inhibition, % at 4.98 µM. actives 0.26% (n = 220,000). AID 1510; in the data active = inhibition above about 29%;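 note: 0% = wells stimulated with agonist and 100% = vehicle wells without agonist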
PERK inh – inhibitors of human PERK kinase. CHO PERK-DD fusion, SEAP luminescence translation reporter. inhibition, % at 5.6 µM. actives 0.17% (n = 220,000);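 active = inhibition above the mean inhibition of all tested compounds plus 3 SD, set separately per screening campaign, cut at about 2.9% in these data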;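 note: PERK kinase domain activated by AP20187 dimerizer at 100 nM; 0% = DMSO with dimerizer and 100% = rapamycin at 8.4 µM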
BaF3 tox – reduces parental Ba/F3 cell viability, JAK2V617F counter-screen; CellTiter-Glo ATP luminescence; inhibition, % at 5.6 µM; actives 1.1% (n = 220,000);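 active = inhibition above a per-campaign cutoff, the mean inhibition of all tested compounds plus 3 SD, cut at about 27% in these data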;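 note: 0% = DMSO wells and 100% = JAK Inhibitor I control wells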
EP2 mod – modulates human prostaglandin E2 receptor EP2 signaling | AID 940 | EP2-expressing cells, cAMP HTRF FRET, PGE2 co-stimulation | actives 0.83% (n = 260,000) | induction, % at 25 µM | P43116;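 active = compounds whose cAMP rise, as percent of the full-agonist control response, exceeds 60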;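 note: rat C6 glioma line stably carrying human EP2 under a CMV promoter; the protocol text gives 20 µM as final concentration; 100% = response of wells given 1 µM PGE2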
Target sequence (P43116 whole entry, looked up): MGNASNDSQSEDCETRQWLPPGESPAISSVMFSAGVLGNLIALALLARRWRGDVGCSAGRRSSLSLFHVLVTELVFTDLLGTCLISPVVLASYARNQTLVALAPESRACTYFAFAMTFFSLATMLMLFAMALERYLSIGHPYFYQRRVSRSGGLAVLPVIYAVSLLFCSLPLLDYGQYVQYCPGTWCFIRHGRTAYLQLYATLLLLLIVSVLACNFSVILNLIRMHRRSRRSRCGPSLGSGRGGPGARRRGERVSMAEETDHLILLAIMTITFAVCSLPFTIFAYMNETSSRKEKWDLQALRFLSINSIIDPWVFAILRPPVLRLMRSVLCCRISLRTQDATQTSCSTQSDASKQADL
Ba/F3 V617F tox – lowers viability of Ba/F3 cells expressing EpoR and JAK2V617F; ATP luminescence; inhibition, % at 5.6 µM; actives 1.1% (n = 220,000); AID 1446;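 active = inhibition above the campaign mean plus 3 SD over all tested compounds, cut at about 24% in these data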;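 note: cytokine-independent growth of Ba/F3 cells driven by EpoR plus mutant JAK2; 0% = DMSO-treated cells and 100% = JAK inhibitor I control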
zfTRPN1 agonist – agonists of zebrafish TRPN1 channel | HEK293 zebrafish TRPN1-YFP, Fluo-8 calcium fluorescence; 100% = response to 87 µM carbachol | actives 0.18% (n = 220,000) | AID 1424 | activation, % at 3 µM;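 active = activation above its plate's cutoff, the mean activation of test wells on that plate plus 3 SD, cut at about 19% in these data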;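 note: 0% = DMSO alone and 100% = 87 µM carbachol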
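Material: zebrafish TRPN1-YFP in HEK293 cells. Doses: one dose of 3 µM, 0.3% DMSO. Incubation: dye 1 h 37 °C plus 30 min RT. Measured by: intracellular calcium fluorescence with Fluo-8.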
S1P4 ag – activates the human S1P4 receptor; activation, % at 4.98 µM; AID 1509; actives 0.35% (n = 220,000); S1P4-expressing cell line, agonist reporter assay; in the data active = activation above about 11%;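 note: 0% = DMSO vehicle and 100% = reference agonist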
m-calpain inh – blocks pig calpain II enzyme activity | actives 0.37% (n = 220,000) | purified calpain II, fluorogenic peptide substrate, 30 min | inhibition, % at 16 µM;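 active = inhibition above about 50%, limit read from the data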
TRPML3 ag – activates the human TRPML3 channel; Q8TDD5; HEK293 TRPML3-YFP, Fluo-8 calcium fluorescence; 100% = the carbachol control signal; activation, % at 3 µM; actives 0.29% (n = 220,000);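 active = activation above its plate's cutoff, the mean activation of the plate's test wells plus 3 SD, cut at about 12% in these data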;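 note: 0% = DMSO only wells and 100% = carbachol wells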
Target sequence (Q8TDD5 whole entry, looked up): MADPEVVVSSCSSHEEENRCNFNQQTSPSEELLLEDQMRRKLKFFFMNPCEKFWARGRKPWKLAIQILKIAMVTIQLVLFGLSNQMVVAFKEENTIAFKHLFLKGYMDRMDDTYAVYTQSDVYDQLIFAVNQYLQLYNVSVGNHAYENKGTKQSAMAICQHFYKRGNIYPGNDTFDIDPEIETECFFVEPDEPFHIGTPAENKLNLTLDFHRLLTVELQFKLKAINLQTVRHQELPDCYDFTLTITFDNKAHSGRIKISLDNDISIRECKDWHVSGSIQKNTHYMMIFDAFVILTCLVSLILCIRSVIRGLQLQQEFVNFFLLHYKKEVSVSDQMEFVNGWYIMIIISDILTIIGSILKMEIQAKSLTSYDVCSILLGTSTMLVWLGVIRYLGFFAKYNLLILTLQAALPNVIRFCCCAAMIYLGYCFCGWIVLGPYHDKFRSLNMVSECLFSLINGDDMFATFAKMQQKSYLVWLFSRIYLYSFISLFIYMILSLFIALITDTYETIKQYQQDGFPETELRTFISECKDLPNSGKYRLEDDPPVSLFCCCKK
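Test system – HEK293 line with stable expression of human TRPML3-YFP channel · Control set – carbachol 87 µM final as high control (100%), DMSO as low control (0%) · Signal – Fluo-8 calcium dye fluorescence, ex 470-495, em 515-575 nm · Incubation – 1-h 37 °C dye load, 5-s basal, 120-s post-compound reads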
Active calls of the source: *; i = inactive.

SMILES	S1P4 antag	PERK inh	BaF3 tox	EP2 mod	Ba/F3 V617F tox	zfTRPN1 agonist	S1P4 ag	m-calpain inh	TRPML3 ag
Cc1ccc(O)c(N=Cc2ccc(C)s2)c1	-5	1.6	-1	15	-1	-0.1	-0.1	3	0.5
Cc1cccc(C)c1N1CCN(C(=O)N2CCOCC2)CC1	-18	-0.9	6	17	-1	0.5	1.4	24	0.8
COc1ccc(/C=C/c2nnc(NC(=O)COc3ccccc3)s2)cc1	-4	0.9	-11	32	-2	2.3	-0.9	-174	1.2
Cn1c(Cc2ccccc2)nnc1SCc1cc(=O)n2ccsc2n1	-12	0.5	5	17	3	-0.6	2.2	-37	-0.2
CC1(CCc2ccccc2)NC(=O)N(CC(=O)Nc2ccc3c(c2)OCCO3)C1=O (centres undefined)	-21	-0.2	5	-22	2	1.5	-0.4	30	0.8
CCOCCCNC(=O)C(c1ccc(C)cc1)N(Cc1cccs1)C(=O)c1ccccc1O (centres undefined)	4	-0.6	6	20	3	1.3	-1.5	-17	0.2
S=C(NC1CCCCC1)N1CCc2ccccc2C1	-13	0.2	4	-3	0	-1.6	2.1	2	0.0
CN(Cc1cc2ccccc2[nH]c1=O)S(C)(=O)=O	3	0.8	0	5	-3	0.9	2.7	9	0.6
COc1ccc(C2C=C(c3ccc(Br)cc3)Nc3nc(NS(C)(=O)=O)nn32)cc1 (centres undefined)	3	2.6	-1	9	0	1.9	-0.9	i	1.1
CCC(=O)NC(C)C(c1cccs1)N1CCN(c2ccccc2)CC1 (centres undefined)	-5	0.4	2	8	-4	1.2	-2.8	21	0.9
COc1cc(NC(=O)c2cccs2)c(OC)cc1NC(=O)CCn1nnc2ccccc21	0	-0.4	3	-31	-3	0.7	-0.7	6	-0.5
O=C(COC(=O)c1ccc(Cl)c(S(=O)(=O)NCc2ccccc2)c1)NCC1CCCO1 (centres undefined)	12	0.1	3	-28	3	0.3	2.1	-10	1.7
Cc1ccc2c(c1)CCCN2C(=O)c1cc2ccccc2oc1=O	1	-0.5	4	21	-5	-1.1	-2.6	4	0.9
COc1ccc(S(=O)(=O)Nc2ccccc2OC)cc1NC(=O)CC1CC2CCC1C2 (centres undefined)	-11	-0.5	3	-10	-4	0.0	0.6	4	0.7
Cc1nc2ccccn2c1-c1nnco1	-8	0.4	4	29	1	0.8	-0.5	-47	0.4
CC(C)[C@H](NC(=O)NCc1cccs1)C(=O)O	-8	1.0	0	-1	0	1.1	3.0	0	0.3
CC(C)OCCCNC1=C(Cl)C(=O)c2ccccc2C1=O	13	0.2	2	1	-5	-3.7	-1.4	22	-1.5
N/C(=N\OC(=O)COc1ccccc1Cl)c1ccccn1	0	-0.5	3	-7	1	-0.6	0.5	5	0.0
CC(OC(=O)CN1C(=O)C2C3C=CC(C4CC34)C2C1=O)C(=O)c1ccccc1 (centres undefined)	-7	1.1	-3	16	-1	1.8	0.0	-13	1.5
COc1cc(/C=N/n2cnc3scc(-c4cccs4)c3c2=O)cc(OC)c1OC	-22	0.8	4	40	0	-0.9	-1.1	-20	0.2

Ordered by value in m-calpain inh (lowest first): five of the compounds above.
molecule	m-calpain inh
Cn1c(Cc2ccccc2)nnc1SCc1cc(=O)n2ccsc2n1	-37
COc1cc(/C=N/n2cnc3scc(-c4cccs4)c3c2=O)cc(OC)c1OC	-20
S=C(NC1CCCCC1)N1CCc2ccccc2C1	2
N/C(=N\OC(=O)COc1ccccc1Cl)c1ccccn1	5
CN(Cc1cc2ccccc2[nH]c1=O)S(C)(=O)=O	9

(listing goes on)
SMILES	S1P4 antag	PERK inh	BaF3 tox	EP2 mod	Ba/F3 V617F tox	zfTRPN1 agonist	S1P4 ag	m-calpain inh	TRPML3 ag
CC(=O)NC1=NN(C(C)=O)C(C)(c2ccc3ccccc3c2)S1 (centres undefined)	-4	0.2	9	-12	0	1.9	-0.9	-8	0.4
NS(=O)(=O)c1ccc(NC(=O)COC(=O)CCNC(=O)NC23CC4CC(CC(C4)C2)C3)cc1	-3	1.2	1	-8	-4	0.4	0.3	-2	-0.1
Cc1cc(=O)n2nc(N3CCC(C(=O)NC4CCCc5ccccc54)CC3)sc2n1 (centres undefined)	-1	-0.6	0	-1	-1	-0.7	-1.4	-40	0.6
Cc1ccc(S(=O)(=O)N(CC(=O)Nc2cccc([N+](=O)[O-])c2)C2CCCCC2)cc1	-10	0.2	1	13	-3	-0.7	0.6	-6	0.1
COc1cccc(-c2ccc(SCC(=O)N3CCN(c4ccccc4)CC3)nn2)c1	-5	0.1	13	-40	8	1.0	0.1	8	0.5
CCOc1ccc(OCc2ccc(C(=O)OCc3ccccn3)o2)cc1	-9	0.4	3	6	-4	0.1	0.5	0	0.3
Cc1ccc(C)c(NC(=S)NCc2cccs2)c1	-4	-0.1	6	5	-2	-1.0	-0.9	-7	-0.1
Cc1nonc1NC(=O)OCCN1CCOC1=O	-27	1.4	5	-4	0	2.8	2.0	-11	0.5
COc1cc2c(cc1OC)C(c1cccc(OC)c1OC)CC(=O)N2 (centres undefined)	0	0.8	4	26	-3	-0.1	-0.1	-21	0.5
CCN(CC(=O)O)S(=O)(=O)c1cc(Cl)ccc1Cl	1	-1.0	4	16	-1	2.5	0.6	-34	0.7
CC(C)(C)C1CCC(=NNC(=S)NCc2ccccc2)CC1 (centres undefined)	-1	0.3	0	45	-2	-0.5	3.0	43	0.2
CCc1cc(=O)oc2c(CN3CCN(C)CC3)c(O)c(Cl)cc12	-14	-1.6	3	18	3	0.4	11*	i	0.3
CCCSC(=O)N(CC)CC(=O)Nc1c(CC)cccc1CC	-8	-1.1	0	28	-1	-1.3	-1.6	-2	-0.6
COc1ccc(CCNc2cc(N3CCN(C(=O)c4ccc(C)cc4)CC3)ccc2[N+](=O)[O-])cc1OC	-5	0.1	43*	-5	1	0.3	-1.2	-17	0.4
CC1=NN(Cc2ccccc2)C(=O)C1C(c1ccccc1)C(C#N)C#N (centres undefined)	-3	0.3	-1	3	-1	0.4	-0.1	2	0.6
CCN1CCN(C(=O)c2ccc(Cn3c(=O)[nH]c4cc(OC)c(OC)cc4c3=O)cc2)CC1	2	0.7	3	17	-5	0.2	3.0	-15	0.3
COc1ccc(N(CC(=O)NCc2cccs2)S(=O)(=O)c2cccnc2)cc1	-11	0.1	10	4	3	1.7	0.3	-2	-0.1
CCCOc1ccccc1NC(=O)/C=C/C(N)=O	-2	0.1	5	17	-1	-0.9	0.5	12	0.3
c1ccc(NC2=Nc3ccccc3CC2)cc1	15	1.6	1	-57	-4	-0.1	-3.5	28	1.0
Cc1cccc(-c2n[nH]c(=S)n2-c2ccccc2)c1[N+](=O)[O-]	-7	1.4	1	0	-4	-0.3	-0.4	5	0.7
CCSc1nc2sc3c(c2c(=O)[nH]1)CCCC3	-22	-0.8	5	-5	2	1.1	-0.3	-17	0.6
O=C(COC(=O)c1ccc([N+](=O)[O-])s1)Nc1cccc(S(=O)(=O)NC2=NCCCCC2)c1	-8	-0.1	-3	-22	0	4.1	0.1	0	-0.7
O=C(CC1(O)C(=O)N(Cc2ccc3c(c2)OCO3)c2ccccc21)c1ccccc1 (centres undefined)	16	-0.9	22	-9	7	0.2	-4.5	26	-0.3
CC1CCCCC1NC(=O)C(Cc1ccccc1)NS(=O)(=O)c1cccs1 (centres undefined)	-9	-0.6	8	-3	0	-2.0	1.9	27	-0.7
Cc1cc(CN(C)Cc2cn(C)nc2-c2ccc(Oc3ccccc3)cc2)on1	-5	-1.4	0	-8	-4	-0.5	1.8	2	0.4
CCSc1nnc2ccc(-c3ccco3)nn12	3	0.2	2	1	-2	0.7	1.0	-184	0.9
COCCN1Cc2cccc(C(=O)NC(C)CCc3ccco3)c2C1=O (centres undefined)	-10	0.6	6	-3	3	-1.1	0.9	-36	0.1
Cn1cnnc1SCc1ccc(C(=O)NN)cc1	7	0.2	5	-5	5	1.8	-1.2	14	0.2
O=C(CSC1CN(C(c2ccccc2)c2ccccc2)C1)N/N=C/c1ccccc1	4	0.0	0	-1	0	-2.6	-0.3	19	-1.0
C=CCN=C1S/C(=C\c2ccc(Cl)cc2)C(=O)N1CC=C	8	1.6	-1	54	-2	0.6	0.1	-4	0.6
O=C(O)CSc1nnc(Cn2c(=O)sc3ccccc32)n1-c1cccc(Cl)c1	-8	2.5	2	18	4	1.0	0.5	3	0.0
O=C1c2ccccc2C(=O)N1CCC1=CCCCC1	8	0.7	2	46	-6	-0.9	-1.3	13	1.3
O=C(CN1CCOCC1)NCC12CC3CC(CC(C3)C1)C2	3	1.1	4	13	-2	0.5	1.5	-7	0.3
COC(=O)NNC(=S)Nc1cc(OC)ccc1OC	-2	1.2	8	-6	-1	1.6	0.6	6	0.5
CSCCC(NS(=O)(=O)/C=C/c1ccccc1)C(=O)O (centres undefined)	-5	0.9	1	25	-3	-1.4	0.7	-12	1.0
CC(C)CC1NC(=O)N(CC(=O)Nc2ccc3c(c2)CCC3)C1=O (centres undefined)	-10	0.1	8	-9	-2	-0.7	1.7	2	0.5
CC1(C)CC2(CCCN(C(=S)Nc3ccccc3)C2)CCO1 (centres undefined)	-22	-1.6	7	-7	1	1.5	-0.9	29	1.0
COc1ccccc1NS(=O)(=O)c1ccc(OC)c([N+](=O)[O-])c1	0	1.6	9	-13	1	2.3	2.6	-13	1.5
CN(NS(=O)(=O)c1ccc(Br)cc1)c1nc(C(F)(F)F)nc2ccccc12	-22	0.2	7	-65	4	0.4	-1.8	34	1.5
COC(=O)c1scc(C#N)c1N/N=C(\C#N)S(=O)(=O)c1ccc(Cl)cc1	-1	0.6	-1	-70	-2	6.6	-0.5	-4	6.6

Grouped by structure: the entries above containing bromine
SMILES	S1P4 antag	PERK inh	BaF3 tox	EP2 mod	Ba/F3 V617F tox	zfTRPN1 agonist	S1P4 ag	m-calpain inh	TRPML3 ag
COc1ccc(C2C=C(c3ccc(Br)cc3)Nc3nc(NS(C)(=O)=O)nn32)cc1 (centres undefined)	3	2.6	-1	9	0	1.9	-0.9	i	1.1
CN(NS(=O)(=O)c1ccc(Br)cc1)c1nc(C(F)(F)F)nc2ccccc12	-22	0.2	7	-65	4	0.4	-1.8	34	1.5

Next entries
SMILES	S1P4 antag	PERK inh	BaF3 tox	EP2 mod	Ba/F3 V617F tox	zfTRPN1 agonist	S1P4 ag	m-calpain inh	TRPML3 ag
CNC(=O)c1cc2c(ccc3ccccc32)o1	1	1.6	10	-30	2	-1.7	-1.2	-134	0.7
Cc1ccc(S(=O)(=O)Cc2ccc(C(=O)O)o2)cc1	11	0.7	1	-6	-1	0.4	-0.3	-10	1.6
Cc1cc(C(=O)CCl)c(C)n1-c1c(C)n(C)n(-c2ccccc2)c1=O	5	0.8	3	15	-1	1.1	-0.1	-21	0.7
CC1Cc2ccccc2N1C(=O)CSc1nnnn1C (centres undefined)	-14	0.3	5	9	-3	0.5	2.1	6	0.7
CCOc1ccccc1NC(=O)C1CCCN(S(=O)(=O)c2cccc3cccnc23)C1 (centres undefined)	-7	-0.9	4	7	6	0.4	0.5	21	0.1
N#Cc1nc(Cc2cccc3ccccc23)oc1NCCN1CCCCC1	3	-0.8	8	-13	2	0.2	0.1	-6	0.2
CN(C)c1ccc2c(c1)OC(N)=C(C#N)C2c1cccc(F)c1 (centres undefined)	1	-0.1	2	-11	-3	14	-0.6	40	6.4
CCOC(=O)c1sc(NC(=O)CSc2nc3ccccc3s2)c(C(=O)OCC)c1C	-4	1.1	4	30	-2	2.0	-0.6	-7	1.3
COc1ccc(NC(=O)c2ccc3ccccc3n2)cc1S(=O)(=O)Nc1ccccc1Cl	-2	-0.9	8	-88	5	-0.8	-1.0	-12	-0.1

Screening results deposited in PubChem by several laboratories.
